Kir21 block: inhibitors of mouse Kir2.1 inward-rectifier potassium channel. B-score at 10 µM. HEK293-Kir2.1, FluxOR thallium flux fluorescence; hits give low values. Inward rectifier potassium channel 2 (Mus musculus), P35561. 310,000 compounds, 0.85% hits;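 active = fluorescence ratio B-score at or below minus 3 SD of library scores, with starting-brightness B-score within 2 SD, cut at about -4.2 in these data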;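 note: channel flux triggered by added potassium and thallium sulfate stimulus; B-score of peak minus minimum fluorescence over baseline after thallium stimulus; more negative B-score means stronger Kir2.1 block with less thallium influx; some compounds called inactive have numbers as strong as hits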
Target sequence (P35561 whole entry, looked up): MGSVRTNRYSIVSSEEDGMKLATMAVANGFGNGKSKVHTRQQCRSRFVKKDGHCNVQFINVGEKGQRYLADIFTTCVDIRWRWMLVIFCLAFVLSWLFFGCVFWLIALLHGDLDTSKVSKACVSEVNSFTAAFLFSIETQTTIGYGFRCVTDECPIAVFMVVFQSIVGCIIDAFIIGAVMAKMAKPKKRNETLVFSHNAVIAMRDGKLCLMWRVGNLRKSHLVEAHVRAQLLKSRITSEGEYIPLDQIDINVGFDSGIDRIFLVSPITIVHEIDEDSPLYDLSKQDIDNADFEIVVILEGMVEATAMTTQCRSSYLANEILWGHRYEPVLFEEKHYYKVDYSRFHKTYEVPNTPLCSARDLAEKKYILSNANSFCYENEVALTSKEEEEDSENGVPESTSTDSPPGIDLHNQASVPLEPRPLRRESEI
STK33 inh: inhibitors of purified STK33 kinase, primary screen, biochemical, ADP-Glo luminescence, homogeneous, cell-free. Serine/threonine-protein kinase 33 (Homo sapiens), Q9BYT3. MBP phosphorylation. inhibition, % at 10 µM. 320,000 compounds, 0.073% hits. AID 2661, 2010;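 active = inhibition at or above 25%, using the most active replicate where run in duplicate; inactive = inhibition below 25%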
Target sequence (Q9BYT3 whole entry, looked up): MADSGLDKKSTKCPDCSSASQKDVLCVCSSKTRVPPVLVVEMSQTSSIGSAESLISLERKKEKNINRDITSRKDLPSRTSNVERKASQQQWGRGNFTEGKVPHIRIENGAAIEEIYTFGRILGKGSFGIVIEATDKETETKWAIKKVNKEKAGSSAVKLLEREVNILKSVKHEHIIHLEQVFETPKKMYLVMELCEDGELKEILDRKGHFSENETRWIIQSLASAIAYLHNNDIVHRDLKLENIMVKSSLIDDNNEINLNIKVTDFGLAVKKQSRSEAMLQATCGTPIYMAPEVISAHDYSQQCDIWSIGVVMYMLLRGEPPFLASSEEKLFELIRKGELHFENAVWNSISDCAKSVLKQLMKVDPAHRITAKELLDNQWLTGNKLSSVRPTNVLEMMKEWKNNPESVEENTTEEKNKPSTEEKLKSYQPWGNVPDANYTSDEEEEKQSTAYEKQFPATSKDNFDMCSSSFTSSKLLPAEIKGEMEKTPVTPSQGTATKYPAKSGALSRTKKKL
* marks the source's active call; other numbers are inactive results; . = not tested or not shown.

no. | SMILES | Kir21 block | STK33 inh
1 | CCCS(=O)(=O)N1CCCC(C(=O)NC(C)c2ccc3c(c2)OCCO3)C1 (stereo not given) | 0.12 | -1.6
2 | CC(=O)Nc1ccc(NC(=O)CN(C)S(=O)(=O)c2ccc3c(c2)CCC(=O)N3)cc1 | -0.21 | -0.5
3 | CC1CN=C(N(C(=O)Nc2ccccc2)c2ccc(S(=O)(=O)N3CCOCC3)cc2)S1 (stereo not given) | 0.27 | 0.0
4 | CN(C)c1ccc(/C=N/n2c(-c3cccnc3)n[nH]c2=S)cc1 | -0.62 | 0.6
5 | CC(C)(C)c1cc(Br)c(O)c(N=Nc2ccc(S(=O)(=O)N3CCOCC3)cc2)c1 | 0.28 | -0.2
6 | CC1CCN(C(=O)COc2ccc(S(=O)(=O)N3CCOCC3)cc2)CC1 | -3.09 | 0.2
7 | CC1(C)CC(=O)c2c(oc3ccc(NS(=O)(=O)c4ccc(C(=O)O)cc4)cc23)C1 | -0.08 | -0.5
8 | O=S(=O)(Nc1cccc(CCc2ccccn2)c1)c1cc(Cl)ccc1Cl | -0.87 | -2.3
9 | O=C(CCc1ccccc1)N=C1SC2CS(=O)(=O)CC2N1c1ccccc1 (stereo not given) | 1.12 | 0.9
10 | Cc1nc(-c2ccccc2)sc1C1(C)CC(c2ccc(C#N)cc2)=NO1 (stereo not given) | 0.05 | -0.9
11 | O=C(NNC(=S)Nc1ccc(F)cc1F)c1ccco1 | -0.03 | -2.8
12 | CCOC(=O)c1c(NC(=O)C2=C(C)NC(=S)NC2c2ccc(C)cc2)sc(C)c1C (stereo not given) | 0.03 | -2.8
13 | COc1ccc(CNC(=O)/C=C/c2cc3c(cc2Br)OCO3)cc1 | 0.27 | -0.2
14 | COc1ccc(-c2nsc3c(N4CCN(S(=O)(=O)c5ccccc5F)CC4)ncnc23)cc1 | -0.8 | -2.6
15 | Cc1cc(NC(=O)CC#N)n(-c2ccccc2)n1 | 0.43 | -1.1
16 | CC(C)N(C(=O)N1CCN(c2ccnc3cc(Cl)ccc23)CC1)C(C)C | 0.14 | .
17 | Nc1c(Cl)cc(-c2csc(N3CCCC3c3nc4cc(Cl)c(Cl)cc4n3CCCO)n2)cc1Cl (stereo not given) | 0.12 | -0.6
18 | c1csc(-c2ccnc3ncnn23)c1 | -0.13 | 1.1
19 | COC(=O)Cc1[nH]c(=S)[nH]c1C(=O)OC | 0.09 | -1.5
20 | CC(C)(C)n1nnnc1C(c1ccccc1F)N1CCN(C2CCCC2)CC1 (stereo not given) | -0.15 | .

Ordered by molecular weight (smallest number first): part of the list above.
no. | SMILES | Kir21 block | STK33 inh
4 | CN(C)c1ccc(/C=N/n2c(-c3cccnc3)n[nH]c2=S)cc1 | -0.62 | 0.6
20 | CC(C)(C)n1nnnc1C(c1ccccc1F)N1CCN(C2CCCC2)CC1 (stereo not given) | -0.15 | .
1 | CCCS(=O)(=O)N1CCCC(C(=O)NC(C)c2ccc3c(c2)OCCO3)C1 (stereo not given) | 0.12 | -1.6
9 | O=C(CCc1ccccc1)N=C1SC2CS(=O)(=O)CC2N1c1ccccc1 (stereo not given) | 1.12 | 0.9

The list goes on:
no. | SMILES | Kir21 block | STK33 inh
21 | CC(C)C(NC(=O)c1ccccc1NC(=O)c1ccco1)C(=O)NNC(=O)c1ccncc1 (stereo not given) | -17.5 | 1.8
22 | CCN(CC)c1ccc(C(=O)OCc2c(C)noc2C)cc1 | 1.08 | -1.4
23 | CCn1c(C)[n+](Cc2ccccc2)c2ccc(Cl)cc21 | 0 | -3.2
24 | O=C1OC(Nc2ccc3ncccc3c2)c2ccccc21 (stereo not given) | -0.81 | -1.2
25 | COC(=O)C(CCCN1C(=O)c2ccccc2C1=O)(NC(C)=O)c1nnn(C)n1 (stereo not given) | 0.97 | -4.2
26 | CC(=O)c1cccc(NC2c3ccccc3C(=O)N2Cc2ccc3c(c2)OCO3)c1 (stereo not given) | 0.15 | -0.1
27 | CCc1ccc(N2CC(C(=O)OCc3nc4ccsc4c(=O)[nH]3)CC2=O)cc1 (stereo not given) | . | -0.1
28 | Cc1ccc2nc(SCC(=O)c3c[nH]c4ccccc34)[nH]c2c1 | 0.64 | 0.8
29 | Cc1ccccc1COc1ccc2oc(C)c(C(=O)O)c2c1 | -2.41 | 0.6
30 | CN(c1ccccc1)S(=O)(=O)c1nnc(NC(=O)COc2ccccc2)s1 | -0.71 | -1.2
31 | COc1ccc(Cl)cc1NC(=O)Cn1nc(-c2ccc(C)cc2)n(C)c1=S | -0.36 | 0.1
32 | O=C(NCCc1ccccc1)c1ccc2nccnc2c1 | 0.07 | -0.1
33 | CCOC(=O)c1sc(/N=C/c2c(O)ccc3ccccc23)cc1C | 1.2 | -0.5
34 | CCCCc1ccc(NC(=O)CN2C(=O)C3CCCCC3C2=O)cc1 (stereo not given) | 0.71 | -0.7
35 | COc1ccc(C(=O)NCCn2cc(SCC(=O)Nc3cc(C)on3)c3ccccc32)cc1OC | 0.56 | -1.6
36 | Clc1cc(Br)ccc1OCCOCCN1CCCC1 | -0.18 | -1.3
37 | CCC(C)(C)NC(=O)C(c1ccc(F)cc1)N(Cc1ccc(OC)cc1)C(=O)c1cnccn1 (stereo not given) | 0.13 | -1.3
38 | CC(=O)Nc1ccc(Nc2nc(C)nc3c2oc2ccccc23)cc1 | 0.45 | 1.1
39 | CCCn1c(N)c(Sc2ccc([N+](=O)[O-])cc2)c(=O)n(CCC)c1=O | 0.22 | -0.6
40 | CN(C)C(=O)CSc1nc(-c2ccccc2)nc2c1CCCC2 | -0.17 | -1.3
41 | Cn1ccnc1SCc1ccc(Cl)cc1Cl | 0.2 | 13.6
42 | Cc1ccc(S(=O)(=O)N2[C@@H](c3ccccc3F)C(C(=O)O)=CC[C@H]2c2cccc(Cl)c2)cc1 | . | -6.4
43 | Cn1c(=O)c(=O)n(C)c2cc(S(=O)(=O)NCCN3CCN(c4ccccc4F)CC3)ccc21 | 0.17 | 0.7
44 | Cc1ccc(C)c(N2CCN(C(=O)CN(C)S(=O)(=O)c3cnc[nH]3)CC2)c1 | -0.33 | -1.9
45 | COc1ccc2cc3c(N)nn(C(=O)Cc4ccccc4OC)c3nc2c1 | -0.25 | -0.1
46 | COc1cc(OC)c2c(-c3ccccc3)cc(=O)oc2c1C(CCN1CCN(c2ccccc2)CC1)c1ccc(N(C)C)cc1 (stereo not given) | -0.45 | 2.4
47 | COc1ccc(OCc2nnc(SCC(=O)N3C(C)CCCC3C)o2)cc1 (stereo not given) | -3.16 | 0.9
48 | CC(C)[C@H](NC(=O)c1ccccc1)C(=O)OCC(=O)NCc1ccc(F)cc1 | 0.13 | -0.9
49 | O=C(O)C/C=C(/NC(=O)OCc1ccccc1)C(=O)OCc1ccccc1 | 0.31 | -0.5
50 | CC1CCCC(NC(=O)COC(=O)[C@@H](NC(=O)c2ccc(F)cc2)C(C)C)C1C (stereo not given in full) | . | -1.4
51 | CCCCNC(=O)[C@@H]1CSC2c3ccc(OC)c(OC)c3C(=O)N21 (stereo not given in full) | -2 | -1.1
52 | COCCN(C(=O)CN1CCc2ccccc2C1)c1c(N)n(Cc2ccccc2)c(=O)[nH]c1=O | -0.22 | -0.3
53 | Cc1c(C)c2ccc(OCC(=O)Nc3ccccn3)cc2oc1=O | 1.87 | 0.5
54 | O=C(/C=C/c1ccc(F)cc1)NC(=S)Nc1ccccc1O | 0.08 | 0.0
55 | O=C1c2ccccc2C(=O)N1CCCCN(C(=O)c1cc2ccccc2oc1=O)c1ccc(Cl)cc1 | -0.78 | -1.0
56 | COC(=O)Cn1ccc(-c2ccc(Cl)cc2)c(C#N)c1=O | -0.15 | -3.8
57 | COc1cc(/C=C/C(=O)OCC(=O)NC(=O)NCc2ccccc2)ccc1OCC#N | -0.54 | -1.9
58 | CCCCn1c(N2CCCC2)nc2c1c(=O)[nH]c(=O)n2C | 0.58 | -0.4
59 | Nc1c(C(=O)OCC2CCCO2)c2nc3ccccc3nc2n1C1CCCCC1 (stereo not given) | 2.22 | -0.2
60 | N=c1c(S(=O)(=O)c2ccccc2)cc2c(=O)n3ccccc3nc2n1Cc1cccnc1 | 1.06 | -0.3
61 | O=C(CSC1=NS(=O)(=O)c2ccccc2N1)N1CCCCC1 | 1.47 | -0.5
62 | COc1ccc(N(C)C(=O)Cc2c(C(=O)O)n(C)c3ccccc23)c(OC)c1 | -0.3 | -0.8
63 | Cc1nc2c(ncn2-c2ccccc2)c(=O)n1NC(=O)CN1CCOCC1 | 0.38 | -1.0
64 | COc1ccc(N=N/C(=C\O)C(=O)c2ccco2)cc1 | -0.33 | 2.3
65 | CCCCNC(=O)CSc1nc2ccccc2n1S(=O)(=O)c1ccc(Cl)cc1 | -1.61 | -1.1
66 | O=C(CN1CCN(CC(=O)Nc2ccccc2F)CC1)Nc1ccc2c(c1)OCCO2 | -1.07 | -2.8
67 | Cc1ccc(C2C(=O)N(C3CCC(C)CC3)CC(=O)N2C2CC2)cc1 (stereo not given) | 1.23 | -6.2
68 | O=C1Nc2ccc(Br)cc2C1=Nc1ccc(-c2nnc3n2CCCCC3)cc1 | 0.92 | .
69 | COc1cccc(C(c2nnnn2Cc2ccco2)N2CCN(Cc3ccccc3)CC2)c1OC (stereo not given) | -2.58 | -1.1
70 | COc1ccc(C)cc1NC(=O)NNC(=O)c1cc2ccccc2cc1O | -1.21 | 4.5
71 | CCn1c(NC(=O)Nc2cccc(C)c2C)cc2sccc21 | 0.74 | 0.4
72 | Cc1cccc(C)c1NC(=O)Nc1cccs1 | -1.04 | 0.9
73 | COc1ccc(Cn2c(O)c(/C=N/NC(=O)c3cccnc3)c3ccccc3c2=O)cc1 | -2.46 | .
74 | CCCCOC(=O)Nc1ccc(C(=O)OC)cc1 | -1.11 | -0.7
75 | COc1ccc(C2C(C(C)=O)=C(C)N=c3s/c(=C\c4ccc5c(c4)OCO5)c(=O)n32)c(OC)c1 (stereo not given) | 0.04 | -0.3
76 | Cc1ccc(C(=O)NCCC(=O)N2CCCC2)cc1 | 0.54 | 0.0
77 | O=C(Nc1ccccn1)c1ccc(Br)c(S(=O)(=O)N2CCCC2)c1 | 0.03 | 0.0
78 | COc1ccc(-c2[nH]ncc2-c2cnn(-c3ccccc3)c2)c(O)c1 | -0.84 | 3.2
79 | CCN(CC)c1ccc(NC(=O)Cn2ncc3c(C)n(Cc4ccccc4F)c(C)c3c2=O)c(C)c1 | 2.21 | -0.4
80 | CC12CN(C(=S)Nc3ccccc3)CC(C)(CN(C(=S)Nc3ccccc3)C1)C2=O | 0.58 | -0.3

Going on with the list.
no. | SMILES | Kir21 block | STK33 inh
81 | CCOC(=O)c1ccc(NC(=O)Cn2ncc(Cl)c(Cl)c2=O)cc1 | -3.69 | -2.7
82 | Cc1ccc(C(=O)CSc2ncnc3sc4c(c23)CCCC4)cc1 | -0.1 | -2.6
83 | Cc1ccc2nc3c(nc2c1)-c1ccccc1C3=O | 1.42 | 0.6
84 | CCOC(=O)N1CCN(C(=O)c2ccc3c(=O)n(-c4ccc(OC)cc4)c(=S)[nH]c3c2)CC1 | -0.99 | -1.0
85 | Cc1cc(S(=O)(=O)/N=C(\N)c2ccc(C(N)=O)cc2)cc(C)c1F | -0.93 | -1.7
86 | COc1ccc(NS(=O)(=O)c2ccc(N3CCCC3)c(NC(=S)Nc3cccc(C)c3C)c2)cc1 | -2.75 | 0.2
87 | COc1ccc(-c2noc(C3CCCN(C(=O)c4ccccc4OC)C3)n2)cc1OC (stereo not given) | 1.12 | -1.3
88 | COc1cc(NC(=O)CCc2nnc3ccc(N4CCC5(CC4)OCCO5)nn23)cc(OC)c1 | 1.72 | 0.3
89 | O=C(c1cccs1)N1CCN=C1SCc1ccc(Cl)cc1 | -0.12 | 1.7
90 | CCc1ccc(S(=O)(=O)Nc2ccc(Cl)cn2)cc1 | 0.22 | -1.2
91 | CN(C)S(=O)(=O)c1cccc(C(=O)Nc2ccc(N3CCOCC3)cc2)c1 | -0.82 | 0.5
92 | CN(C1CCCCC1)S(=O)(=O)c1ccc(-c2ccccn2)s1 | -0.89 | -8.7
93 | CCOP(=O)(OCC)C(NC(=O)Nc1ccccc1)C(N)=O (stereo not given) | 0.5 | -1.1
94 | Cc1ccc(S(=O)(=O)N2CCN(C)CC2)cc1-c1nnc2c3ccccc3c(C)nn12 | 0.67 | 2.1
95 | Cc1sc2ncn(CC(=O)N3CCOCC3)c(=O)c2c1-c1ccccc1 | -2.76 | 1.1
96 | COC(=O)c1ccc(COC(=O)c2cnccn2)cc1 | -1.8 | -3.0
97 | CCOc1ccc(NC(=O)/C(C#N)=C/c2cn(CC(=O)O)c3ccccc23)cc1 | 0.2 | 0.5
98 | CN(c1ccc(C(=O)N2CCOCC2)cc1[N+](=O)[O-])C1CCCCC1 | 0.09 | -1.5
99 | CS(=O)(=O)c1ccc(Cl)c(NC(=O)CSc2n[nH]c(N)n2)c1 | -0.23 | 1.3
100 | CC(=O)c1nn(-c2cccc(Br)c2)cc1C(=O)c1ccc(C)cc1 | 0.32 | -1.9
101 | COc1ccc2nc(SCC(=O)NC3CCCCC3C)[nH]c2c1 (stereo not given) | . | -0.7
102 | Cc1nc(S(=O)(=O)Cc2ccccc2)nc2c1CCC2 | -1.02 | -3.8
103 | CC1CN(c2ccc(NC(=S)Nc3ccc(N4CC(C)OC(C)C4)cc3)cc2)CC(C)O1 (stereo not given) | 0.96 | -1.5
104 | Cc1ccc(S(=O)(=O)N2CCC(Oc3cccc(C(F)(F)F)c3)CC2)cc1 | -0.07 | -0.8
105 | COC(=O)N(C)CCCC1(C)C(=O)N(C)c2ccc(O)cc21 (stereo not given) | 1.16 | -2.6
106 | Cc1nc2sc(C(c3ccco3)N3CCC(Cc4ccccc4)CC3)c(O)n2n1 (stereo not given) | 0.07 | 1.0
107 | COc1ccc(-n2c(Cn3c(=O)sc4ccccc43)nnc2SCC(=O)N2CCCCC2)cc1 | . | -1.6
108 | CCCN(CC(=O)Nc1ccccc1OC)C(=O)CCNC(=O)c1ccccc1OC | 1.16 | 0.2
109 | Cc1nc(S(=O)(=O)NC2CCCCC2)c(C#N)c(C)c1Cl | -1 | -1.9

Screens (PubChem BioAssay)
